# Jurkat NFkB inh: lowers PMA/ionomycin-induced NF-kB signal in Jurkat cells | PMA/ionomycin-induced NF-kB luciferase reporter, luminescence | inhibition, % at 4 µM | 330,000 compounds, 0.53% hits | AID 435003; in the data active = inhibition above about 50%
# UPR CHOP act: activators of apoptotic arm of unfolded protein response (CHOP). AID 449763. 330,000 compounds, 0.34% hits. CHO-CHOP luciferase reporter, UPR activation, luminescence; percent of tunicamycin response over DMSO baseline. activation, % at 10 µM;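 active = at 10 µM dose, activation of 40% or more, normalized to positive control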;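 note: 100% = tunicamycin at 10 µg/mL and 0% = DMSO alone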
#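 System: CHO-CHOP luciferase reporter cell line; amount: 500 cells/well; buffer or medium: F12 medium containing 10% fetal bovine serum; incubation: 6 h compound exposure at 37 °C after overnight seeding; measured by: luciferase luminescence after 10 min with Steady-Glo reagent; evaluation: % reporter activation, DMSO baseline versus tunicamycin full activation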
# tim10-1 inh: inhibits growth of tim10-1 mutant yeast | S. cerevisiae tim10-1 ts strain growth, BacTiter-Glo, 24 h | inhibition, % at 20 µM | 330,000 compounds, 2.2% hits | AID 463190;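 active = inhibition of at least 40%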;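 note: mutant grown at 25 °C; 0% = DMSO wells with yeast and 100% = wells holding no yeast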
# TIM10 inh: TIM10 yeast growth inhibition | S. cerevisiae TIM10 strain growth, BacTiter-Glo luminescence, 24 h | inhibition, % at 10 µM | 330,000 compounds, 1.4% hits;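 active = inhibition of 40% or more at the single tested concentration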;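 note: wild-type TIM10 isogenic control strain grown at permissive 25 °C; 0% = DMSO yeast wells and 100% = minimal medium wells without yeast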
# XBP1 UPR activ: adaptive UPR (XBP1) activation | CHO-XBP1 luciferase reporter, IRE1-XBP1 UPR activation, luminescence; percent of tunicamycin response, DMSO as zero | activation, % at 20 µM | 330,000 compounds, 0.33% hits | AID 463104;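 active = versus positive control, 20 µM dose yields 30% or more activation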;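 note: 100% = tunicamycin at 10 µg/mL and 0% = DMSO only wells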
#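 Signal: luciferase luminescence; Assay system: CHO-XBP1 luciferase reporter cells; Amount: one thousand reporter cells per well; Dosing: 20 µM single concentration, DMSO 1%; Benchmarks: high control tunicamycin 10 µg/mL final, low control DMSO vehicle only; Schedule: 6 h compound exposure at 37 °C, 5% CO2; Evaluation: percent activation relative to tunicamycin reference.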
# 697 NFkB inh: inhibitors of the PMA/ionomycin-induced NF-kB reporter in 697 B cells. inhibition, % at 4 µM. 330,000 compounds, 0.33% hits. 697 B-cell NF-kB luciferase reporter, 16 h; in the data active = inhibition above about 35%
# tim23-1 inh: growth inhibitors of tim23-1 mutant yeast; S. cerevisiae tim23-1 growth, BacTiter-Glo luminescence, 24 h; inhibition, % at 20 µM; 330,000 compounds, 1.3% hits;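 active = growth inhibition of the mutant yeast at or above 50%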;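 note: temperature-sensitive mutant grown at 25 °C; plate controls were DMSO-treated mutant yeast for no effect and medium wells lacking yeast for full effect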
# Mdm2-MdmX inh: human Mdm2/MdmX binding inhibition | 330,000 compounds, 3% hits | AID 485346 | inhibition, % at 8 µM | SaOS-2 split-luciferase Mdm2/MdmX complementation, luminescence | O15151+Q00987;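 active = inhibition of at least 50% at 8 µM in the primary screen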
# Target sequence (O15151 whole entry, looked up): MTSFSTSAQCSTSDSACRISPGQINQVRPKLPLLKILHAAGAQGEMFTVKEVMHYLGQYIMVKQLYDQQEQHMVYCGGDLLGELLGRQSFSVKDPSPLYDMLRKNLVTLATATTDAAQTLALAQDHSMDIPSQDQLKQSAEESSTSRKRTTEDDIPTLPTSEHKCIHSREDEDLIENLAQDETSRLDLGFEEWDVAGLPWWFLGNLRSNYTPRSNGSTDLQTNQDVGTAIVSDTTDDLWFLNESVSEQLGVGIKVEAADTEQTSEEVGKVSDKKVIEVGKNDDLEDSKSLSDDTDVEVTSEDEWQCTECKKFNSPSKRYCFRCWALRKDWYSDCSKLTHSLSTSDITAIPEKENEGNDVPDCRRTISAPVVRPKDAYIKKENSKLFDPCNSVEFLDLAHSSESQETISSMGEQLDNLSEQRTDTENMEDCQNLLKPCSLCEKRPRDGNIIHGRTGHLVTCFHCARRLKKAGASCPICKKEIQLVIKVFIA
# Target sequence (Q00987 whole entry, looked up): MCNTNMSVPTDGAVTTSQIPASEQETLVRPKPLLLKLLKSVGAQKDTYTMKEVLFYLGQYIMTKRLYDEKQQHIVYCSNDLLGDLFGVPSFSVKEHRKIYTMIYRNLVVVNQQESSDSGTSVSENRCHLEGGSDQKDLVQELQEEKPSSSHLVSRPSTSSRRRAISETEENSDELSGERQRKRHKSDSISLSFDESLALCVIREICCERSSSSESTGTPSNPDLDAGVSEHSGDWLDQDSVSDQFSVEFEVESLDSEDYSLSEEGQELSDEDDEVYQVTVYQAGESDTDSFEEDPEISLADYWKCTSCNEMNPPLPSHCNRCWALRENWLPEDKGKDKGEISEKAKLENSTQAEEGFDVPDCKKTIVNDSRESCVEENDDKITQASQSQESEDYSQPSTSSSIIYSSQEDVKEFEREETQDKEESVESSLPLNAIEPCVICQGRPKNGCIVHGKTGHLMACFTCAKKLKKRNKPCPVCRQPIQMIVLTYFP
# * marks the source's active call; other numbers are inactive results. The order is random; any-hit rate near 6.6%.
SMILES,Jurkat NFkB inh,UPR CHOP act,tim10-1 inh,TIM10 inh,XBP1 UPR activ,697 NFkB inh,tim23-1 inh,Mdm2-MdmX inh
O=C(c1cccc(C(F)(F)F)c1)N1CCc2c([nH]c3ccccc23)C1C(F)(F)F (stereo not drawn),6,0.3,24,12,4,-19,31,15
O=C(NNC(=O)c1sccc1-n1cccc1)c1ccc(Cl)cc1,6,-1.5,-19,-8,3,6,13,3
COc1ccc(-c2noc(C(=O)NCc3ccccc3Cl)n2)cc1OC,-3,-1.9,-6,-9,-4,10,2,13
NC(=O)c1ccccc1NC(=O)COC(=O)C1(c2ccccc2)CC1,11,-1.0,13,9,-1,-3,16,-17
CCC(=O)c1ccc(OCC(=O)Nc2ccccc2C(=O)NC2CC2)cc1,8,-3.0,-3,-1,-1,-11,-4,32
Cc1nnsc1C(=O)N1CCN(c2ccc(C#N)cn2)CC1,-6,1.8,3,7,0,13,7,5
CCOC(=O)N1CCN(C(=O)COc2ccc(Cl)c(C)c2)CC1,-4,0.2,22,15,-2,14,10,5
CN(C)c1ccc(C=C2C(=O)OC3(CCCC3)OC2=O)cc1,-2,0.5,9,-11,-1,15,26,-3
CSc1cccc(N2CC(C(=O)NCCC3=CCCCC3)CC2=O)c1 (stereo not drawn),9,1.9,24,6,1,9,29,-14
CCOC(=O)c1csc(NC(=O)COc2ccc(Cl)cc2Cl)n1,-17,1.5,14,21,-5,2,38,-14
O=C(COc1coc(CN2CCN(c3ccccc3F)CC2)cc1=O)NC1CCCC1,-2,0.7,-4,2,0,7,-7,20
Cc1nn(C)c(Oc2cccc(Cl)c2)c1C(=O)Nc1ccc(F)cc1,9,-0.5,1,-4,0,-9,22,-25
CS(=O)(=O)c1ccc(C(=O)NCC2(N3CCCCC3)CCCCC2)cc1,-7,1.2,8,-3,-1,15,2,12
Cc1cccc(OCC(=O)NCC(=O)N=Nc2c(O)[nH]c3ccc([N+](=O)[O-])cc23)c1,10,0.0,-17,11,-4,15,-3,-7
O=C(CCNC(=O)c1ccc([N+](=O)[O-])cc1)NCCCN1CCCC1=O,10,0.4,1,6,-4,-18,3,23
CN1CCc2[nH]c3ccc(C(=O)NN)cc3c2C1,-1,-1.3,-10,-2,-2,12,7,10
CCNC(=O)CSc1nc2ccccc2c(=O)n1-c1cccc(OC)c1,8,0.0,-3,2,-4,13,7,-7
Cc1ccc2nc(SCC(=O)c3c[nH]c4ccccc34)[nH]c2c1,-21,0.6,-7,-11,0,5,10,12
COc1ccccc1-c1nnc(SCC(=O)Nc2ccc(S(N)(=O)=O)cc2)n1C,-3,0.0,8,0,-3,21,-2,7
Cc1nnc(SCCC#N)n(CCC#N)c1=O,3,-1.1,-8,2,-2,20,-2,18
Cc1ccc(C(=O)Nc2cccc(-c3nc4ncccc4o3)c2)cc1,-19,0.8,17,1,-2,-16,13,24
CC(=O)Nc1ncc2c(n1)CC(c1ccco1)CC2=O (stereo not drawn),6,-0.1,0,14,2,24,1,2
O=C(CCCc1c[nH]c2ccccc12)NCc1cccs1,1,-1.2,15,16,1,12,18,23
CCOc1ccccc1CNCC1CCCO1 (stereo not drawn),-7,1.3,-4,11,-3,-7,3,-1
CN1CCN(CCCOc2ccc(-c3ccccc3)cc2)CC1,-54,3.9,-4,-3,0,-66,-4,-29

# Compound profiles (already shown).
# CCOC(=O)N1CCN(C(=O)COc2ccc(Cl)c(C)c2)CC1 is listed with Jurkat NFkB inh: -4; UPR CHOP act: 0.2; tim10-1 inh: 22; TIM10 inh: 15; XBP1 UPR activ: -2; 697 NFkB inh: 14; tim23-1 inh: 10; Mdm2-MdmX inh: 5
# O=C(CCCc1c[nH]c2ccccc12)NCc1cccs1 is listed with Jurkat NFkB inh: 1; UPR CHOP act: -1.2; tim10-1 inh: 15; TIM10 inh: 16; XBP1 UPR activ: 1; 697 NFkB inh: 12; tim23-1 inh: 18; Mdm2-MdmX inh: 23
# NC(=O)c1ccccc1NC(=O)COC(=O)C1(c2ccccc2)CC1 is listed with Jurkat NFkB inh: 11; UPR CHOP act: -1.0; tim10-1 inh: 13; TIM10 inh: 9; XBP1 UPR activ: -1; 697 NFkB inh: -3; tim23-1 inh: 16; Mdm2-MdmX inh: -17

# Additional results
SMILES,Jurkat NFkB inh,UPR CHOP act,tim10-1 inh,TIM10 inh,XBP1 UPR activ,697 NFkB inh,tim23-1 inh,Mdm2-MdmX inh
CCOc1ccc(Cc2n[nH]c(=S)n2Cc2ccccc2)cc1,-22,-1.5,27,17,2,-23,-1,-1
C/C=C\C=C/C(=O)Nc1cccc(C2=NOC3(C2)C[C@H](C(N)=O)N(C(=O)CC)C3)c1 (stereo partly drawn),6,-0.8,-4,-11,1,-3,8,15
Cc1nc(SCC(=O)Nc2ccc(F)cc2)c2oc3ccccc3c2n1,5,-5.0,-10,-9,6,2,-3,29
CCCCC(=O)Nc1ccc(Cl)cn1,-1,-0.8,17,12,3,-10,23,8
C/C=C/C=C/C(=O)N1CC[C@]23c4ccccc4N[C@H]4N(C)c5cccc6c5[C@]42CCN([C@H]6C2OC2(C)C)[C@H]13 (stereo partly drawn),11,0.3,23,2,-2,16,-9,3
O=C(Cn1ncc2c([nH]c3ccccc32)c1=O)NCC1CCN(Cc2ccc(F)cc2)CC1,3,3.2,9,-6,-8,-2,2,3
CCOc1ccc(-c2nnc(NC3=NCCCCC3)o2)cc1,-112,2.7,13,5,6,-106,6,-92
c1cc2c3c(cccc3c1)NC1(CCCCCC1)N2,7,5.2,26,19,6,4,24,24
Cc1ccc(/C=C/C(=O)Nc2cc(=O)n(C)c(=O)n2C)o1,-11,1.0,-8,-22,1,-15,1,13
CCOc1cc([C@@H]2C[C@H]3CN(c4ccccc4)C(=O)[C@]34CCCN24)ccc1OC,20,0.4,6,-24,-4,3,15,-7
Cc1ccc(N2C(=O)Nc3ccc(Br)cc3C2(O)C(=O)NCCN(C)C)cc1C (stereo not drawn),7,-0.5,10,-8,-2,6,14,23
O=C1CC(c2ccc(S(=O)(=O)NCCOc3ccccc3)cc2)CN1 (stereo not drawn),1,-0.2,12,-9,-2,7,23,19
Nn1cc(-c2ccccc2)nc1SCC(=O)NCCc1ccccc1,-5,-0.8,2,-6,1,26,18,-19
Nc1c(C(=O)O)sc2nc(-c3ccccc3)c3c(c12)CCCC3,1,1.2,25,31,2,-17,42,-6
COCCCNC(=S)Nc1ccc(C)cc1[N+](=O)[O-],-10,3.3,-2,-12,13,-4,-1,15
Cc1ccc(Nc2nc(N)nc(CCl)n2)c(C)c1,90*,37,7,-5,0,-152,26,95*
COc1cccc(/C=C2\SC(=O)N(CCC(=O)NCCCn3ccnc3)C2=O)c1,21,1.9,18,9,2,-9,11,-18
Cn1c(=O)[nH]c(=O)c2c1nc(SCCO)n2CC(O)COc1ccccc1 (stereo not drawn),-4,-0.6,16,-12,0,5,15,-18
Cc1cc2cc(C)c(NCCNC(=O)c3ccccc3F)nc2cc1C,1,-0.1,34,32,0,-19,24,33
O=C(Nc1ccc(N2CCOCC2)cc1Cl)C1CCN(C(=O)OCc2ccccc2)CC1,-8,-0.3,8,-5,-2,-77,8,3
O=C(CNC(=O)c1ccc(Cl)cc1)N/N=C/C=C/c1ccccc1,-15,-0.5,6,-16,1,2,-23,12
O=C(NCc1ccccc1)C1CCCN(S(=O)(=O)c2ccc(-n3cnnn3)cc2)C1 (stereo not drawn),-8,0.1,-11,-9,8,6,1,5
Cc1nc(SCC(=O)NCC2CCCO2)c2cc(-c3ccccc3)sc2n1 (stereo not drawn),-9,2.0,-21,-6,2,-162,33,71*
CCCN1CCC(NC(=O)Cc2ccccc2OC)CC1,16,3.8,14,-1,-2,5,9,13
O=C(CSc1nc(N2CCCCC2)nc(N2CCCCC2)n1)c1ccccc1,-22,-1.5,14,-11,-5,-6,23,22

# The final two entries of the part before are carried over, then new ones follow.
SMILES,Jurkat NFkB inh,UPR CHOP act,tim10-1 inh,TIM10 inh,XBP1 UPR activ,697 NFkB inh,tim23-1 inh,Mdm2-MdmX inh
CCCN1CCC(NC(=O)Cc2ccccc2OC)CC1,16,3.8,14,-1,-2,5,9,13
O=C(CSc1nc(N2CCCCC2)nc(N2CCCCC2)n1)c1ccccc1,-22,-1.5,14,-11,-5,-6,23,22
NC(=O)C1CCN(C2CC(=O)N(c3cccc(F)c3)C2=O)CC1 (stereo not drawn),9,-2.4,22,3,1,25,28,4
c1ccc(N2N=C(c3cccs3)CC2c2ccco2)cc1 (stereo not drawn),-27,1.3,19,4,4,-69,8,9
CC(C)N1CC23C=CC(O2)C(C(=O)OCc2ccccc2)C3C1=O (stereo not drawn),2,-0.7,13,6,-3,8,15,15
COc1ccc(C2OC(=O)CC2C(=O)NCc2ccc(Cl)cc2)cc1OC (stereo not drawn),-31,6.1,8,20,1,-49,12,-55
Cc1c(Cl)cccc1-n1c(SCC(=O)N(C)Cc2ccccc2)nnc1-c1ccncc1,4,2.2,21,35,-2,2,18,7
COc1ccccc1/C=C/C(=O)NC(=S)NCC1CCCO1 (stereo not drawn),10,2.1,34,42*,1,14,21,21
Cn1c(=O)c2c(nc(N3CCc4ccccc4C3)n2C)n(C)c1=O,-6,-0.6,2,0,3,-2,13,-3
C=C(C)C1CC=C(C)/C(=N/NC(=O)c2cccc([N+](=O)[O-])c2)C1 (stereo not drawn),11,-1.1,5,5,-2,-8,11,8
NC(=O)Cn1cnc2nc3n(c2c1=O)CCC3,-9,-1.0,1,0,-2,-4,13,-19
CCOc1ccc(C(=O)NC(=S)Nc2cccc(NC(=O)c3ccco3)c2)cc1[N+](=O)[O-],-5,0.3,0,-8,-2,-2,0,36
CCOCc1cn(CC(=O)c2ccc(Cl)cc2)c(C)nc1=N,-5,-4.1,8,-2,-3,19,-1,-6
Cc1nn(Cc2ccccc2)c(C)c1C(=O)N1CCN(S(=O)(=O)/C=C/c2ccccc2)CC1,-4,-1.3,13,4,-3,6,9,20
Cc1ccc(C(=O)NCC(=O)N2CCC(Cc3ccccc3)CC2)cc1,-25,0.3,-21,-28,-2,-11,-8,4
NC(=O)c1ccc(N2CCN(c3ccc(O)cc3)CC2)c([N+](=O)[O-])c1,-9,-1.2,2,-8,7,-22,-7,33
O=c1cc(-c2ccccc2F)oc2ccccc12,-44,4.2,5,14,4,-48,32,-14
O=C1c2ccccc2NC(c2ccccc2O)N1NS(=O)(=O)c1ccccc1 (stereo not drawn),-4,-1.0,9,-9,0,12,13,26
Cc1ccc(/C=C2/C(=N)N3N=C(CC(=O)N4CCCC4)SC3=NC2=O)o1,-1,-0.1,14,-3,-3,-3,20,-9
N#C/C(=C\C=C\c1ccccc1)C(=O)NCc1cccnc1,5,-1.9,31,2,-1,-8,26,28
Cc1ccc(S(=O)(=O)N2CCCC(c3nnc4n3-c3ccccc3SC4)C2)cc1 (stereo not drawn),9,-3.7,19,14,-2,21,10,16
O=C(NC(=O)c1ccccc1O)c1ccc2c(c1)CCO2,-24,1.4,2,-4,-3,-69,13,6
COC(C(=O)Nc1ccc(C(N)=O)cc1)c1ccccc1 (stereo not drawn),15,0.3,12,-8,2,6,-1,-3
C=CCN1CC(O)=C(c2ccccc2)C1=N,-2,0.0,-4,8,0,2,6,-9
O=C(O)C1CCCCN1S(=O)(=O)c1cccc2nsnc12 (stereo not drawn),-4,-0.6,24,13,-1,-35,5,0
CCOC(=O)c1c(NC(=O)COC(=O)c2nccnc2N)sc(C(=O)N(C)C)c1C,4,2.3,-5,1,-1,19,8,2
O=C1CCC([N+](=O)[O-])C(c2cccc([N+](=O)[O-])c2)N1 (stereo not drawn),-8,-0.7,-1,-6,3,8,17,9
CNS(=O)(=O)c1ccc(NC(=O)c2ccccn2)cc1,-69,3.5,12,-3,2,-98,10,-25
Oc1ccc(Br)cc1/C=N/NC(=S)NCCc1ccccc1,-7,1.3,29,35,0,-22,26,39
CC(C)(C)c1csc(NC(=O)c2ccc(Br)o2)n1,-32,4.4,30,23,11,-72,53*,11
